Screening data deposited in PubChem by several laboratories.
NOD1 NF-kB reporter: NOD1 signaling inhibitors, primary screen, cell-based, luminescence, uHTS (AID 1578). NOD1-driven NF-kB luciferase reporter cells, luminescence; higher % means a stronger effect. inhibition, % at 4 µM, or EC50 in µM where a hit was titrated. 290,000 tested, 1% active; in the data active means inhibition mostly above about 36%, no sharp cut-off; inactive means mostly below about 34%;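 further: HEK-293T reporter cells stimulated with the NOD1 agonist gamma-tri-DAP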
GPR55 activation: GPR55 agonists via beta-arrestin recruitment, primary screen, imaging, U2OS cells, beta-arrestin-GFP redistribution (AID 1961). 290,000 tested, 0.048% active. U2OS GPR55 beta-arrestin-GFP redistribution imaging; higher % means a stronger effect. activation, % at 10 µM, or EC50 in µM where a hit was titrated. G-protein coupled receptor 55 (Homo sapiens);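 active means activation above 40% with more than 50 cells counted in the well; inconclusive means wells holding fewer than 50 cells, flagged as toxic or sparse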;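 further: U2OS osteosarcoma cells stably expressing GPR55 and beta-arrestin-GFP; plate controls were DMSO negative control for no effect and LPI positive control for full effect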
GPR35 antagonists: GPR35 antagonists blocking zaprinast-driven arrestin recruitment, primary screen, imaging, U2OS, beta-arrestin-GFP, zaprinast agonist (AID 2058). G-protein coupled receptor 35 (Homo sapiens). U2OS GPR35 beta-arrestin-GFP translocation imaging, zaprinast antagonism; higher % means a stronger effect. 290,000 tested, 0.052% active. one-dose inhibition, % at 10 µM; IC50 in µM for titrated hits;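 active means inhibition of at least 50% with at least 30 cells and total cytoplasm GFP at most 10,000,000; inconclusive means under 30 cells or total GFP of 10,000,000 plus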
KOR beta-arrestin-1: KOR agonists, beta-arrestin recruitment, primary screen, cell-based, luminescence, uHTS (AID 1777) | 280,000 tested, 0.02% active | activation, % at 10 µM; hits with a dose series show EC50 in µM | Kappa-type opioid receptor (Homo sapiens) | KOR beta-arrestin recruitment, luminescence; higher % means a stronger effect; in the data active means activation above about 50%, passing the limit was not always enough; further: a part of the inactive calls stands beside numbers as strong as those of hits
West Nile antiviral: West Nile virus antiviral activity, cell-based, CPE readout (AID 1621). CPE inhibition, % at 10 µM; hits with a dose series show IC50 in µM. 290,000 tested, 0.02% active. West Nile virus-infected cells, CPE inhibition; higher % means a stronger effect; in the data active means a potency from the dose series; inconclusive means CPE inhibition mostly from about 3.7% at the one dose, without a potency; inactive means the rest, 99 in 100 with CPE inhibition below about 2.2%; further: strong numbers were not always called active
HIV fusion peptide: inhibitors of HIV fusion peptide binding, primary screen, biochemical, uHTS, fluorescence dequenching (AID 1986); one-dose inhibition, % at 20 µM; IC50 in µM for titrated hits; cell-free peptide binding, fluorescence dequenching, 30 min; higher % means a stronger effect; 290,000 tested, 0.3% active; in the data active means inhibition mostly above about 52%, no sharp cut-off; inactive means mostly below about 76%; further: some results filed as inactive read as strong as hits
GPR55 antagonists: GPR55 antagonists blocking LPI-driven arrestin recruitment, primary screen, imaging, U2OS, beta-arrestin-GFP, LPI agonist (AID 2013) | G-protein coupled receptor 55 (Homo sapiens) | U2OS GPR55 beta-arrestin-GFP translocation imaging, LPI antagonism; higher % means a stronger effect | 290,000 tested, 0.13% active | inhibition, % at 10 µM; hits with a dose series show IC50 in µM;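 active means spots per cell inhibited over 60%, with over 100 cells counted and total cytoplasm intensity under 500,000; inconclusive means wells with under 100 cells, flagged as likely toxic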;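 further: U2OS cells stably carrying GPR55 and arrestin-GFP stimulated by 5 µM LPI near EC80; imaged beta-arrestin-GFP aggregate spots per cell after agonist stimulation; plate controls were LPI-stimulated DMSO wells for no effect and DMSO wells without LPI for full effect; some results filed as inactive read as strong as hits; confirmed hits need IC50 under 10 µM and bright autofluorescent wells are also inconclusive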
KOR beta-arrestin-2: KOR antagonists, beta-arrestin recruitment, cell-based, luminescence, uHTS (AID 1778); KOR beta-arrestin recruitment, luminescence, antagonist mode; higher % means a stronger effect; inhibition, % at 10 µM, or IC50 in µM where a hit was titrated; 290,000 tested, 0.091% active; in the data active means inhibition above about 50%; further: strong numbers were not always called active
Dengue-2 NS5 capping: Dengue-2 NS5 methyltransferase inhibitors, primary screen, biochemical, confirmation dose response (AID 588689); Dengue-2 NS5 methyltransferase capping enzyme assay, biochemical; higher % means a stronger effect; inhibition, % at 25 µM; hits with a dose series show IC50 in µM; 340,000 tested, 0.3% active; in the data active means a potency from the dose series; inconclusive means inhibition above about 29% without an active follow-up result
Dengue-2 NS5 capping pilot replicate: also measured in Dengue-2 NS5 capping; calls as there; inhibition, %; measured here: pilot screen replicate inhibition
Starred values were filed as active, the others as inactive; ? = inconclusive; / = not tested or not shown; [ ] = another dose, or the depositor's remark. Not all compounds are listed. The share of hits here may be higher or lower than overall.

SMILES	NOD1 NF-kB reporter	GPR55 activation	GPR35 antagonists	KOR beta-arrestin-1	West Nile antiviral	HIV fusion peptide	GPR55 antagonists	KOR beta-arrestin-2	Dengue-2 NS5 capping	others
Nc1cc2c(cc1C(=O)c1ccc(Cl)cc1)OCCO2	-6%	0.4%	4%	10%	1.8%	-1.2%	15%	13%	3%
COc1cccc(C(=O)O/N=C(\N)c2ccncc2)c1OC	-22%	0.9%	3%	-4.8%	0.1%	-2.1%	11%	3%	-11%
O=C(COc1ccc2ccccc2c1)Nc1cccc2cccnc12	-36%	0.6%	8%	-2.6%	0.0%	-3.8%	31%	-9%	-1%
O=C1OCC=C1NNC(=O)c1cccnc1	-13%	-0.3%	1%	-4.5%	-0.8%	-2.8%	6%	-10%	-3%
CCCCCOc1ccccc1C(=O)NCCCC(=O)O	-15%	-0.2%	-1%	4.6%	0.6%	2.3%	3%	-6%	2%
COc1ccc(Cl)cc1NC(=O)CCNC(=O)OCc1ccccc1	-22%	-0.2%	0%	-0.9%	-0.7%	-0.3%	-4%	-22%	-8%
Cc1ccc(C(=O)Nc2cc(C)nn2CCC#N)cc1	-31%	-0.2%	8%	-4.9%	-0.4%	1.3%	-3%	7%	-5%
O=C(NCc1ccccc1)C1=C[C@H](c2csc3ccccc23)C[C@H](OCc2ccc(CO)cc2)O1	-6%	0.6%	-11%	2.7%	0.2%	2.8%	12%	19%	-12%
COc1ccc(/C=C(/C(=O)c2cccs2)N2C=CC=CC2=C(C#N)C#N)cc1	16%	9.9%	8%	-6.8%	-0.5%	5.3%	18%	-8%	21%
O=C(O)CNC(=O)c1ccc(Sc2ccccc2)c([N+](=O)[O-])c1	-41%	-0.3%	0%	-0.8%	0.0%	3.8%	9%	-20%	-2%
CN(C)c1cccc(C(=O)OCCNC(=O)c2cccc(S(=O)(=O)N3CCOCC3)c2)c1	-6%	-1.9%	-5%	3.6%	-0.7%	-1.0%	-14%	-10%	-8%
CCCCNS(=O)(=O)c1ccc(NC(=O)Cc2ccccc2[N+](=O)[O-])cc1	-24%	0.0%	4%	-2.0%	0.0%	-0.4%	7%	2%	3%
CC(=O)/C(C#N)=C1\NC(=O)C(Cc2ccccc2)S1 (centres undefined)	-23%	-0.3%	4%	1.4%	2.2%	2.1%	0%	31%	-2%
Cc1cc(NS(C)(=O)=O)c(=O)n(Cc2cccc(F)c2)c1	-21%	-0.1%	7%	-0.1%	0.3%	0.3%	1%	-74%[20 µM]	1%	Dengue-2 NS5 capping pilot replicate=-5.2
O=C1N=C(N2CCN(c3ccccc3)CC2)S/C1=C/c1ccco1	-4%	0.3%	6%	2.1%	-0.9%	-1.8%	9%	-5%	-67%
CCOc1ccc(NC(=O)c2nn(-c3ccc(OC)cc3OC)c(=O)c3ccccc23)cc1	-22%	-0.5%	-8%	-3.8%	/	2.8%	-2%	17%	/
CCOC(=O)C(Oc1ccc2c(-c3ccccc3)cc(=O)oc2c1)c1ccccc1 (centres undefined)	-16%	-0.3%	0%	1.5%	-0.4%	1.5%	22%	28%	-10%
O=C1CC(c2cccnc2)c2cc3c(cc2N1)OCO3 (centres undefined)	-25%	-0.1%	0%	-3.1%	0.0%	0.4%	8%	30%	-2%
Cc1ccc(-c2nc(CN(Cc3c(C)nn(C)c3C)C(C)C)c(C)o2)o1	-25%	0.0%	-4%	-1.4%	-1.2%	-0.8%	7%	-7%[20 µM]	-2%
CCCCNC(=S)NNC(=O)c1cc(C2CC2)nc2ccccc12	-16%	-0.1%	-2%	-2.4%	-0.5%	-1.4%	3%	13%	-4%

An excerpt from above in order of heavy-atom count, high to low.
SMILES	NOD1 NF-kB reporter	GPR55 activation	GPR35 antagonists	KOR beta-arrestin-1	West Nile antiviral	HIV fusion peptide	GPR55 antagonists	KOR beta-arrestin-2	Dengue-2 NS5 capping	others
CCOc1ccc(NC(=O)c2nn(-c3ccc(OC)cc3OC)c(=O)c3ccccc23)cc1	-22%	-0.5%	-8%	-3.8%	/	2.8%	-2%	17%	/
CCCCNS(=O)(=O)c1ccc(NC(=O)Cc2ccccc2[N+](=O)[O-])cc1	-24%	0.0%	4%	-2.0%	0.0%	-0.4%	7%	2%	3%
CCCCNC(=S)NNC(=O)c1cc(C2CC2)nc2ccccc12	-16%	-0.1%	-2%	-2.4%	-0.5%	-1.4%	3%	13%	-4%

More structures follow:
SMILES	NOD1 NF-kB reporter	GPR55 activation	GPR35 antagonists	KOR beta-arrestin-1	West Nile antiviral	HIV fusion peptide	GPR55 antagonists	KOR beta-arrestin-2	Dengue-2 NS5 capping	others
CC(=O)c1ccccc1NC(=O)CC1(CC(=O)O)CCCCC1	-34%	0.5%	4%	-0.6%	-0.3%	1.6%	1%	-7%	4%
COc1cccc(NC(=S)N(CCc2c(C)[nH]c3ccccc23)Cc2cccs2)c1	-16%	-0.3%	-5%	1.0%	/	2.0%	10%	-1%	-3%
Cc1cccc(-n2c(=O)[nH]c3c(C(N)=O)nc(C(C)C)nc32)c1	-36%	-0.1%	-8%	-1.8%	0.1%	1.3%	3%	20%	1%
COc1ccc(S(=O)(=O)N2CCCCC2)cc1	-10%	-0.1%	11%	0.1%	0.4%	-1.2%	11%	-23%	-5%
CCCCNC(=O)CN1C(=O)NC2(CCCc3ccccc32)C1=O (centres undefined)	-15%	0.0%	0%	4.3%	0.1%	1.2%	0%	-13%	-5%
Cc1ccc(NNC(=O)c2ccno2)cc1C	-6%	0.0%	8%	3.2%	-0.9%	-0.7%	12%	0%	-2%
COc1ccc(C(=O)Nc2ccccc2C(=O)NC(Cc2ccc(O)cc2)C(=O)NNC(=O)c2ccc(C)cc2)cc1 (centres undefined)	-35%	-0.3%	-8%	3.7%	0.0%	0.5%	3%	-1%	5%
Cc1ccc2occ(/C=C/C(=O)O)c(=O)c2c1	4%	-0.1%	8%	3.0%	0.3%	0.7%	11%	-29%	/
COC(=O)[C@H](Cc1ccccc1)NC(=O)Nc1ccc(S(N)(=O)=O)cc1	-4%	0.2%	0%	2.5%	-0.1%	1.6%	-9%	8%	9%
COc1ccc(-n2nc(C(=O)NCC(=O)N3CCOCC3)c3ccccc3c2=O)c(OC)c1	-30%	-0.2%	-2%	-2.0%	0.6%	-0.6%	19%	-10%	5%
COc1cccc(OCc2cc(C(=O)N(C)Cc3nc4ccccc4[nH]3)no2)c1	-28%	-0.1%	-11%	5.0%	0.6%	-2.5%	-1%	8%	-12%
COc1nc(OC)nc(Oc2ccc(Cl)cc2[N+](=O)[O-])n1	1%	0.8%	-15%	0.2%	-1.0%	-1.5%	9%	-6%	-6%
CN(C)c1cccc(NC(=O)CCc2ccccc2)c1	-13%	-0.1%	2%	-2.4%	-0.3%	2.7%	-3%	12%	-3%
Cc1nc2c(C(=O)NCc3ccc(F)cc3)c[nH]n2c(=O)c1Cl	4%	-0.1%	-18%	-0.7%	0.3%	1.8%	34%	9%	6%
C[C@H](CO)NC(=O)[C@H](C)[C@@H]1C[C@@]1(C)[C@@H](NC(=O)OCc1ccccc1)c1ccccc1	-29%	0.1%	-8%	-0.6%	-0.9%	0.5%	2%	-9%	-6%
CC(C)CNS(=O)(=O)c1ccc(CCC(=O)N2CCC(C(N)=O)CC2)cc1	-11%	-0.2%	-5%	0.5%	0.3%	-0.5%	5%	-8%	1%
COc1ccc(NC(=O)C2CC(=O)N(c3cc(C)ccc3C)C2)cc1 (centres undefined)	-18%	-0.1%	5%	4.9%	0.2%	2.9%	7%	8%	5%
COc1ccc(/C=C2\Sc3ccc(C(=O)N4CCCC4)cc3N(C)C2=O)cc1OC	10%	-0.1%	4%	2.5%	1.5%	-2.4%	-2%	-11%	?
CCOC(=O)c1c(CSc2ccc(CC)cc2)oc2ccc(O)c(CN(C)C)c12	-3%	-0.1%	12%	-3.5%	2.9%	-2.2%	8%	-18%	0%
Cc1oc(-c2ccccc2Cl)nc1CN(C)C(C)c1ccon1 (centres undefined)	38%	-0.2%	-9%	/	0.2%	0.5%	/	-31%[20 µM]	-5%

Next part, overlapping the part above by three compounds.
SMILES	NOD1 NF-kB reporter	GPR55 activation	GPR35 antagonists	KOR beta-arrestin-1	West Nile antiviral	HIV fusion peptide	GPR55 antagonists	KOR beta-arrestin-2	Dengue-2 NS5 capping	others
COc1ccc(/C=C2\Sc3ccc(C(=O)N4CCCC4)cc3N(C)C2=O)cc1OC	10%	-0.1%	4%	2.5%	1.5%	-2.4%	-2%	-11%	?
CCOC(=O)c1c(CSc2ccc(CC)cc2)oc2ccc(O)c(CN(C)C)c12	-3%	-0.1%	12%	-3.5%	2.9%	-2.2%	8%	-18%	0%
Cc1oc(-c2ccccc2Cl)nc1CN(C)C(C)c1ccon1 (centres undefined)	38%	-0.2%	-9%	/	0.2%	0.5%	/	-31%[20 µM]	-5%
CCOC(=O)CCCNC(=O)COC(=O)c1cccc(C)c1O	13%	-0.3%	19%	-4.6%	0.5%	53%	-9%	2%	2%
CC(C)(C)CC(=O)O/N=C(\N)c1ccncc1	-46%	-0.7%	-8%	-3.4%	0.3%	-1.5%	9%	16%	-1%
CCCNC(=O)CN1C(=O)NC(CCc2ccccc2)C1=O (centres undefined)	-22%	-0.2%	-1%	-1.0%	0.2%	-0.6%	9%	-17%	-9%
Cc1nn(CCOc2ccccc2)c(=O)n1-c1ccccc1F	-34%	-0.3%	14%	1.4%	-0.1%	3.2%	0%	15%	2%
Cc1cc(C)c2[nH]c(C(=O)Nc3ccc(F)cc3Br)cc2c1	-5%	-0.2%	12%	-1.5%	-0.2%	4.7%	5%	-25%	6%

4 records drawn at random from those above, as already listed:
SMILES	NOD1 NF-kB reporter	GPR55 activation	GPR35 antagonists	KOR beta-arrestin-1	West Nile antiviral	HIV fusion peptide	GPR55 antagonists	KOR beta-arrestin-2	Dengue-2 NS5 capping	others
CCOC(=O)C(Oc1ccc2c(-c3ccccc3)cc(=O)oc2c1)c1ccccc1 (centres undefined)	-16%	-0.3%	0%	1.5%	-0.4%	1.5%	22%	28%	-10%
Cc1nn(CCOc2ccccc2)c(=O)n1-c1ccccc1F	-34%	-0.3%	14%	1.4%	-0.1%	3.2%	0%	15%	2%
CN(C)c1cccc(NC(=O)CCc2ccccc2)c1	-13%	-0.1%	2%	-2.4%	-0.3%	2.7%	-3%	12%	-3%
O=C1N=C(N2CCN(c3ccccc3)CC2)S/C1=C/c1ccco1	-4%	0.3%	6%	2.1%	-0.9%	-1.8%	9%	-5%	-67%
